DT40 TDP1 no CPT – qHTS for Inhibitors of human tyrosyl-DNA phosphodiesterase 1 (TDP1): qHTS in cells in absence of CPT; actives 15% (n = 420,000); Potency, µM (highest dose often 46.2 µM), for the others: top-dose activity change, negative = growth inhibition, actives largely listed as inhibitors; DT40 Tdp1-/- hTDP1 cells, no CPT, ATP luminescence, 48 h; note: nearly all actives have a fitted effect of over 55% in size
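A cellular qHTS used chicken DT40 cells lacking endogenous Tdp1 but carrying stably transfected human TDP1. Compounds were applied without camptothecin, and cell growth kinetics were judged by ATP-dependent luminescence after ≥48 hr.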
N370S GC mod – inhibits or activates N370S mutant glucocerebrosidase | P04062 | N370S GC spleen homogenate, 4MU-glucoside fluorescence | Potency, µM (titrated, usually from 59.4 µM), for the others: at the top dose activity change, negative = inhibition, most hits filed as inhibitors | actives 0.092% (n = 330,000);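 note: 0% = full enzyme activity and -100% = no enzyme basal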
TDP1 block – blocks human tyrosyl-DNA phosphodiesterase 1; AID 485290; actives 0.28% (n = 350,000); Potency, µM (doses to about 130 µM), inactives show at the highest dose activity change, negative = inhibition, hits mostly inhibitors; recombinant TDP1, AlphaScreen DNA substrate cleavage; Q9NUW8; note: nearly all actives have a fitted effect of over 40% in size
Target sequence (Q9NUW8 whole entry, looked up): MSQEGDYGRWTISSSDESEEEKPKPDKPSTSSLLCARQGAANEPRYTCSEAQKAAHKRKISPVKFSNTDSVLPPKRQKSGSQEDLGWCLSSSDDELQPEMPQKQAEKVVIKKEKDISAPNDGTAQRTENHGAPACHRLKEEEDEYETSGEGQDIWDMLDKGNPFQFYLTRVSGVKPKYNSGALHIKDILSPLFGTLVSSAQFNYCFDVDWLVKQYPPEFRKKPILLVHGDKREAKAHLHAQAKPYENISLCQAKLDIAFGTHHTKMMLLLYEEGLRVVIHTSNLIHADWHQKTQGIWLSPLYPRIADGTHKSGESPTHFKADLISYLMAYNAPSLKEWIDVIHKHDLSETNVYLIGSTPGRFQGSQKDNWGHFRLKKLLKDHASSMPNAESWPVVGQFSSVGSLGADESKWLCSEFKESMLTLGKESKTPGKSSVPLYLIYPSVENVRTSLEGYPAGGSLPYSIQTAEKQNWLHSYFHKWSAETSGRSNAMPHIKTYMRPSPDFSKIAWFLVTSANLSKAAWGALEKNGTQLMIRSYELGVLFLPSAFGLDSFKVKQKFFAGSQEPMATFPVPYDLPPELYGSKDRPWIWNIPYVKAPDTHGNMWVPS
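Compounds were preincubated with Tdp1 (1 nM final) for 15 min at room temperature before substrate (15 nM final) started a 5 min reaction; beads (10 ug/ml final) were then added for 10 min before AlphaScreen detection.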
The depositor's hits bear a star; ? = inconclusive; · = not tested or not shown; & = joins results of further samples; [ ] = dose if it differs, or a comment. Calls come from the whole dose curve; as a rule, active = well fitted curve in the direction sought with a large enough effect; inconclusive = small, poorly fitted or top-dose-only effect, or another doubt; inactive = no such curve, though single readings can be large; an effect the other way counts as inactive or inconclusive. Unless noted, % is set by controls: 0 for no effect and ±100 for the full control effect; potency is the fitted concentration of half-maximal effect. Not all compounds are listed (hit frequency here may not be typical).

SMILES | DT40 TDP1 no CPT | N370S GC mod | TDP1 block
O=C(O)CCCCC1SCC2NC(=O)NC21 (stereo unspecified) | 4.7%&-5.3% | -4.6%&-3.7%&0.4% | 24.5%&14.3%&13.9%
CC1COC2N=C(N[N+](=O)[O-])NC2O1 (stereo unspecified) | ? | 7.8% | -2.6%
CC(C)c1cc(Br)c(NC(=O)Nc2cccnc2)c(Br)c1 | 3.6% | -0.1% | ·
CN(C)CCCNCC(=O)Nc1ccc(Cl)cc1C(=O)c1ccccc1 | 1.0% | -10.8% | 2.3%
CCC(C)C1NC(=O)C(C(C)=O)=C1O (stereo unspecified) | ? | 7.0% | ·
COc1ccc(NC2=NCC(C)S2)cc1 (stereo unspecified) | 11.1% | 0.1% | 8.7%
CCOc1ccc(-n2c(SCc3nc(-c4ccccc4C)no3)nnc2-c2ccccc2)cc1 | ? | · | 2.5%
Cc1ccc(CNC(=O)C(=O)NCC(c2cccnc2)N2CCN(c3ccc(F)cc3)CC2)cc1 (stereo unspecified) | 3.26µM* | · | -3.9%
Cn1c2ccccc2c2c(C(=O)N3CCC4(CC3)OCCO4)cn(C3CCCC3)c(=O)c21 | ? | 13.7% | 5.1%
C/C(=C/C=C/[C@@H](C)C(=O)O)[C@H]1CN[C@H](C(=O)O)[C@H]1CC(=O)O | 1.1% | -6.2%&-23.1% | 3.0%&-2.7%
CNP1(NC)=NC(C(F)(F)F)=NC(C(F)(F)F)=N1 | 3.3% | 1.0% | 2.6%
CC[C@]1(c2cccc(O)c2)CCCCN(C)C1 | · | 4.3%[21.6 µM] | 9.2%[21 µM]
C=CCc1ccc(OC)cc1 | ? | 3.2%&2.7%&-2.6% | 8.6%&12.7%
O=C(N/N=C/c1cccnc1)c1ccc(NC(=O)C(c2ccccc2)c2ccccc2)cc1 | 11.6µM* | -8.4% | 8.0%
CCCC(=O)c1ccc(CP(=O)(OCC)OCC)o1 | 8.8% | 0.2% | -1.4%
CCCCCn1c(=O)c(C(=O)NCc2ccccc2Cl)c(O)c2ccccc21 | ? | 2.7% | ·
C[C@H](CO)N1C[C@H](C)[C@H](CN(C)S(=O)(=O)c2ccccc2)Oc2ccc(NC(=O)NC3CCCCC3)cc2CC1=O | ? | · | 2.2%
CC(C(=O)c1ccc(Cl)cc1Cl)n1cncn1 (stereo unspecified) | 3.2% | -1.5% | ·
CCCCSP1(=S)NCCCN1 | -21.6% | 6.7% | 1.0%
Nc1c(C(=O)OCc2ccccc2)c2nc3ccccc3nc2n1Cc1cccs1 | ? | ? | 1.5%
CCOP(=S)(OCC)SCOC(=O)NCC(=O)OC | -18.9% | 3.9% | 8.3%
O=C(COc1ccc(Cl)cc1)NC1CN2CCC1CC2 (stereo unspecified) | -4.0% | ? | 2.0%
CCCN(CCC)[C@@H]1CCc2c(OC)cccc2[C@@H]1C | 15µM* | 12.0%&1.1% | 7.3%
Cc1ccc(-n2c(O)c(/C=C3/C(c4ccccc4)=Nc4ccccc43)c(=O)[nH]c2=O)cc1 | 7.31µM* | 5.8% | -2.7%
COc1ccc(C2C=C(c3ccccc3)Nc3nc(NC(=O)/C=C/c4ccccc4Cl)nn32)cc1 (stereo unspecified) | 3.66µM* | · | 14.3%
O=C1NC(=O)C(=Cc2ccsc2)C(=O)N1 | 2.1% | 9.8% | -3.0%
CC/C(=N\NC(=S)Nc1ccccc1)c1c(O)[nH]c(=O)[nH]c1=O | 7.6% | -4.5% | ·
CCN1C(=O)c2ccccc2Sc2ccc(NC(=O)Cc3ccc(OC)c(OC)c3)cc21 | ? | · | 4.4%
CC(=O)Nc1ccccc1C(=O)OCC(=O)c1ccc2c(c1)OCCO2 | -2.0% | 25.1% | -2.7%
COC(=O)c1ccc2[se]c(CC3CCCCC3)c(I)c2c1 | · | -6.1% | 3.1%
Cc1cc(N2C(=O)C3CCCN3C2c2ccc(Cl)c(Cl)c2)no1 (stereo unspecified) | 6.0% | ? | 7.3%
CCN1C[C@]2(COC(=O)c3ccccc3N3C(=O)C[C@H](C)C3=O)CC[C@H](OC)[C@@]34[C@@H]5C[C@H]6[C@H](OC)[C@H]5[C@](O)(C[C@@H]6OC)[C@@](O)([C@@H](OC)[C@@H]23)[C@@H]14 | -7.4% | -1.5% | 13.6%[56.1 µM]
NCCCP(=O)(O)O | · | 4.8% | -11.8%[56.1 µM]
O=C(CCCc1nc(-c2ccc(Cl)cc2)no1)NCC1CCCO1 (stereo unspecified) | 18.4µM* | -5.7% | ·
COc1ccccc1CCNC1CCC(C(C)(C)C)CC1 (stereo unspecified) | 20.6µM* | 7.7% | 7.3%
COc1ccc(NC(=O)CCc2nc(C3=CCN(Cc4cccc(Cl)c4)CC3)no2)c(OC)c1 | 18.4µM* | · | 13.5%
c1ccc(C2NCc3ccccc3-n3cccc32)cc1 (stereo unspecified) | ? | -3.0% | 4.3%
CNS(=O)(=O)c1ccc(-c2ccc(C=C3C(=O)NC(=O)NC3=O)o2)cc1 | -21.2% | -2.2% | ·
Cc1ccc(S(=O)(=O)N(C)N=O)cc1 | -18.6% | -21.4% | ·
O=C(c1ccc2c3c(cccc13)CC2)C1CCCN(CC2CC2)C1 (stereo unspecified) | 23.1µM* | -2.2% | 0.0%

Exported tab-delimited: part of the list above.
molecule	DT40 TDP1 no CPT	N370S GC mod	TDP1 block
O=C(COc1ccc(Cl)cc1)NC1CN2CCC1CC2 (stereo unspecified)	-4.0%	?	2.0%
CCCN(CCC)[C@@H]1CCc2c(OC)cccc2[C@@H]1C	15µM*	12.0%&1.1%	7.3%
Cc1ccc(-n2c(O)c(/C=C3/C(c4ccccc4)=Nc4ccccc43)c(=O)[nH]c2=O)cc1	7.31µM*	5.8%	-2.7%
COc1ccc(C2C=C(c3ccccc3)Nc3nc(NC(=O)/C=C/c4ccccc4Cl)nn32)cc1 (stereo unspecified)	3.66µM*	·	14.3%
O=C1NC(=O)C(=Cc2ccsc2)C(=O)N1	2.1%	9.8%	-3.0%
CC/C(=N\NC(=S)Nc1ccccc1)c1c(O)[nH]c(=O)[nH]c1=O	7.6%	-4.5%	·

7 compounds picked at random from the list so far:
SMILES | DT40 TDP1 no CPT | N370S GC mod | TDP1 block
COc1ccccc1CCNC1CCC(C(C)(C)C)CC1 (stereo unspecified) | 20.6µM* | 7.7% | 7.3%
Cc1ccc(-n2c(O)c(/C=C3/C(c4ccccc4)=Nc4ccccc43)c(=O)[nH]c2=O)cc1 | 7.31µM* | 5.8% | -2.7%
COc1ccc(C2C=C(c3ccccc3)Nc3nc(NC(=O)/C=C/c4ccccc4Cl)nn32)cc1 (stereo unspecified) | 3.66µM* | · | 14.3%
COc1ccc(NC(=O)CCc2nc(C3=CCN(Cc4cccc(Cl)c4)CC3)no2)c(OC)c1 | 18.4µM* | · | 13.5%
c1ccc(C2NCc3ccccc3-n3cccc32)cc1 (stereo unspecified) | ? | -3.0% | 4.3%
NCCCP(=O)(O)O | · | 4.8% | -11.8%[56.1 µM]
O=C(COc1ccc(Cl)cc1)NC1CN2CCC1CC2 (stereo unspecified) | -4.0% | ? | 2.0%

Next section.
SMILES | DT40 TDP1 no CPT | N370S GC mod | TDP1 block
COc1cc2c(cc1O)-c1c(O)c(OC)cc3c1[C@H](C2)N(C)CC3 | ? | -11.2% | -5.2%[56.1 µM]
Cc1cccc(C)c1[N+](=O)[O-] | · | -13.0% | 19.4%
C=CCn1c(O)c(C(CC)=NC(C)c2ccccc2)c(=O)[nH]c1=O (stereo unspecified) | ? | -6.4% | 4.0%
COc1c(C)cc(C(=O)C2CCCN(Cc3cnc(C)s3)C2)cc1C (stereo unspecified) | 25.9µM* | -7.3% | ·
CCC(C)=O | · | -4.6% | 16.6%
Cc1cc(C=O)c(C)n1C(C)C | -17.6% | -3.4% | -5.7%
c1cc2cc(c1)C[n+]1ccc(c3ccccc31)NCc1ccc(cc1)CNc1cc[n+](c3ccccc13)C2 | 6.68µM* | -19.7% | -7.3%[56.1 µM]
O=C(/C=C/c1ccc(Br)cc1)NC(=S)N1C[C@H]2C[C@H](C1)c1cccc(=O)n1C2 | 3.6% | 7.5% | ·
COc1ccc(OC)c(NC(=O)Cn2c(=O)oc3ccccc32)c1 | ? | -4.9% | 2.0%
c1ccc2c(CNC3CCCCCC3)c[nH]c2c1 | 7.31µM* | -9.7% | 7.0%
O=C(O)c1cc[c]([Hg][Cl])cc1 | 0.92µM* | ? | ?
COC(=O)C1=C(c2c(C)noc2C)C[C@@H]2CC[C@H]1N2C(=O)NCc1ccc(F)cc1 | -20.8% | · | 0.6%
FC(F)(F)c1ccc(CNCCc2c[nH]c3ccccc23)cc1 | ? | -16.6% | 5.8%
N#CC[N+]1(CCCNP2(=O)C=C(c3ccccc3)OC(c3ccccc3)=C2)CCOCC1 | 1.5% | 2.1% | 2.5%
COC(=O)C1=C(c2ccc(OC)c(OC)c2)C[C@@H]2CC[C@H]1N2C(=O)N1CCOCC1 | ? | · | -2.7%
COc1cccc(CN2CCN(C(=O)COc3ccc4ccccc4c3)CC2)c1 | ? | -10.3% | 2.1%
C/C=C/CC1(CC)C(=O)NC(=S)NC1=O | -15.3% | 1.0% | 1.4%
Cc1cccc(CN(C)C)c1OC(=O)N(C)C | 9.3% | 0.8% | 0.0%
CC(=NCCN1CCCCC1)c1c(O)[nH]c(=O)[nH]c1=O | -3.2% | -4.3% | 4.8%
Cc1ccc(C)cc1 | · | -9.4% | 16.6%
N#CCCn1cc(C(=O)NCc2ccccc2)c(-c2ccc3c(c2)OCCO3)n1 | -11.6% | 18.9% | -2.7%
O=C(Cc1ccc(Cl)c(Cl)c1)N1CCCCC1CN1CCCC1 (stereo unspecified) | -15.6% | -3.7%&5.6% | 9.6%[56.1 µM]
CCCn1ncc(CN2CCCC(C(=O)c3cccc(OC)c3)C2)c1C (stereo unspecified) | -20.8% | -1.3% | 0.0%
O=P1(Oc2ccccc2)C[C@@H](O)[C@@H](O)[C@H](COCc2ccccc2)O1 (stereo partly specified) | -8.7% | 16.2% | ·
N#CCCCl | · | -4.8%&-3.4% | 5.9%&8.7%
CCOC(=O)C1=C(C)OC(N)=C(C#N)C12C(=O)N(C)c1ccccc12 (stereo unspecified) | -7.9% | -8.4% | 3.8%
CC(=O)c1c(C)nc2ccccc2c1N | ? | 2.5% | 0.0%
C[C@]12CCC3C(CC[C@H]4C[C@H](OC(=O)c5cccnc5)CC[C@]34C)C1CCC2=O (stereo partly specified) | 23.1µM* | · | 6.7%
C[C@]12CC[C@@H]3c4ccc(O)c(O)c4CC[C@H]3[C@@H]1CC[C@@H]2O | 13µM* | -3.8% | 8.7%
O=S(=O)(c1ccc(F)cc1)N1CCCC1c1cccnc1 (stereo unspecified) | ? | 2.9% | 0.0%
COC(=O)C1=C(c2cccc(OCc3ccccc3)c2)C[C@@H]2CC[C@H]1N2C(=O)NCc1cc(C)oc1C(F)(F)F | ? | · | 1.1%
COc1ccc(N2CCN(c3ncnc4c3nc3n4CCCCC3)CC2)cc1 | ? | · | -1.2%
CC(C)n1c(O)c(C2c3cc(Cl)ccc3Oc3[nH]c(=O)n(C(C)C)c(=O)c32)c(=O)[nH]c1=O (stereo unspecified) | 2.91µM* | 3.2% | 0.0%
Cc1cc(C)cc(OCC(=O)Nc2ccc(Cl)cc2C(=O)c2ccccc2)c1 | 0.4% | · | 1.0%[2.28 µM]
O=C(NC(=O)c1c(F)cccc1F)Nc1ccc(Cl)c(Oc2ncc(C(F)(F)F)cc2Cl)c1 | -19.7% | · | 3.7%
C[C@]12CC(=O)CC1CCC1C2CC[C@@]2(C)C1CC[C@@H]2O (stereo partly specified) | -28.2% | -13.4% | 1.3%
O=C(NC(=O)c1ccccc1Cl)Nc1ccc(OC(F)(F)F)cc1 | -4.8% | 2.3% | ·
COc1ccccc1C1Nc2ccccc2-n2c(-c3ccccc3)c3c(=O)n(C)c(=O)n(C)c3c21 (stereo unspecified) | 6.51µM* | · | 5.7%
CCOc1ccccc1-n1c(O)c(C=Nc2c(C)n(C)n(-c3ccccc3)c2=O)c(=O)[nH]c1=O | 2.0% | -6.4% | -3.0%
CN(C)C(=O)Oc1ccc(Br)cc1C(=O)Nc1ccc(F)c(Cl)c1 | 23.1µM* | -25.9% | -1.3%
CCOc1cccc(CNCCc2c(C)[nH]c3ccc(OC(F)(F)F)cc23)c1O | 2.06µM* | 8.91µM* | ·
COc1cc(/C=C2\C(=O)NC(=O)N(c3ccc(C)cc3)C2=O)cc(OC)c1O | 12.1% | -5.4% | 5.4%
O=Cc1cn(Cc2ccc(Br)cc2)c2ccccc12 | -26.3% | -7.8% | ·
CCOC(=O)c1cccc(-[n+]2c(-c3ccccc3)cc(-c3ccccc3)cc2-c2ccccc2)c1 | 1.64µM* | -16.5% | ·
CCc1c(C(=O)NN2C(=O)C3C4CCC(O4)C3C2=O)csc1C (stereo unspecified) | -22.7% | -5.3% | -2.6%
O=c1[nH]c(O)c(N=Nc2cc(C(F)(F)F)ccc2Cl)c(=O)[nH]1 | ? | -6.2% | 1.2%

From PubChem
